Screening results from PubChem BioAssay.
mcGAS RapidFire – inhibitors of Mus musculus cyclic GMP-AMP synthase, initial high-throughput assay, cell-free, RapidFire MS; Q8C6L5; recombinant mouse cGAS, cGAMP by RapidFire MS; inhibition, % at 12.5 µM; 130,000 tested, 0.18% active;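 active = inhibition of cGAS enzyme activity at or above 60%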;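 note: enzyme stimulated by 45 bp dsDNA with ATP and GTP substrates; cGAMP share of summed cGAMP plus half ATP and half GTP signals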
Target sequence (Q8C6L5 whole entry, looked up): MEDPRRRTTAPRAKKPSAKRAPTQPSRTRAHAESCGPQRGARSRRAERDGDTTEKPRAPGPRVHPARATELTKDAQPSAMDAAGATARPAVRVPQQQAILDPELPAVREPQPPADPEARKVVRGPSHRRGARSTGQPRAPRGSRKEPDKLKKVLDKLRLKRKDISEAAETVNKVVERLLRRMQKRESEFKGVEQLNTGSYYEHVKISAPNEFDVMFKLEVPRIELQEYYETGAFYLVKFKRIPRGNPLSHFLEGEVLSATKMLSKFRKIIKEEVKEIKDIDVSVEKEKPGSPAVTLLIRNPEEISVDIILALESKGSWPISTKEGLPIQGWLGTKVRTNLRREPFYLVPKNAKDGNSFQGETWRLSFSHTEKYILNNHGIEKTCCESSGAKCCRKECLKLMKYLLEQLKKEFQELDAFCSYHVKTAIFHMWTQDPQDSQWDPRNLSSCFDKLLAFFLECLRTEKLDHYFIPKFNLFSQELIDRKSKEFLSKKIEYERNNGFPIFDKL
* = called active by the depositor; & = joins results of further samples. Only part of the results is shown, so the mix of outcomes need not match the whole.

mcGAS RapidFire | SMILES
-5 | Cc1ccc(OCC(N)=O)c(-c2ccc(S(C)(=O)=O)cc2)c1
-2 | CCCCC(=O)O[C@H]1CC[C@H]2[C@@H]3CCc4cc(O)ccc4[C@H]3CC[C@]12C
-5 | COc1ccc(OCCNC(=O)C2(C)CCN2Cc2ccc(OC)c3ccccc23)cc1 (stereo unspecified)
-8 | Cc1c(C)n2c3c(=O)n(C)c(=O)n(C)c3nc2n1CC(=O)c1ccc(F)cc1
-14 | Cn1cccc1C1CCCCCN1C(=O)Cc1c[nH]c2ccccc12 (stereo unspecified)
-11 | Cc1cccc(C(C(=O)NCc2cc(-c3ccco3)on2)N(C)C)c1 (stereo unspecified)
0 | O=C1CCCN1CC1CCCN(Cc2nc(COc3ccccc3)no2)C1 (stereo unspecified)
-5 | CC(C#N)c1cccc(C(=O)N2CCOC(COCc3cccc(C(F)(F)F)c3)C2)c1 (stereo unspecified)

(listing goes on)
mcGAS RapidFire | SMILES
-8 | CCc1cccc(CC)c1NC(=O)Cn1cnc2c(cnn2C)c1=O
-5 | CN1C(=O)C(=O)c2cc(Cl)cc(Cl)c21
-10 | CCOc1ccnc(N2CCN(C3CCCC3)C(=O)C2)n1
-3 | OC1CCCN(c2ncccc2CNC2CCSCC2)C1 (stereo unspecified)
-2 | CNc1cccc(-c2ccccc2C(C)=O)n1
-2 | CC(C)NC(=O)C1=COC2=NC(=O)N(Cc3ccccc3C(F)(F)F)CCN12
0 | Cc1ccccc1CNC(=O)c1c(OCC2CC2)nn2ccsc12
0 | CCOC(=O)c1sc(=NC(=O)c2ccccc2)n(C)c1C

The list continues:
mcGAS RapidFire | SMILES
-2 | Cc1cccc2nc(CNS(=O)(=O)c3ccc(F)c(C#N)c3)cn12
2 | NC(=S)NN=Cc1ccc(-c2ccc(SC(F)F)cc2)o1
-9 | Nc1cc(-c2ccc(CO)cc2)ccn1
6 | CCn1c(C2CCCN(Cc3cccn3-c3nccs3)C2)nn(C)c1=O (stereo unspecified)
9 | CN1C(=O)C2(CCN(C(=O)CCc3ccc(=O)[nH]n3)CC2)c2ccccc21
2 | CN(C(=O)c1nc(-c2ccc(F)cc2)n2c1CCCCC2)C1CCS(=O)(=O)C1 (stereo unspecified)
-11 | Cc1ccc(F)c(S(=O)(=O)N(CCN(C)C)c2ccccc2)c1
-9 | COc1cccc(CNC(=O)CCC2CCCN(C(=O)c3snnc3C)C2)c1 (stereo unspecified)

The listing continues.
mcGAS RapidFire | SMILES
1 | Cc1ccc(-n2ncc3c(=O)n(NC(=O)COc4ccc(F)cc4)cnc32)cc1
-4 | Nc1nnc(SCCCOc2ccc(F)cc2)s1
-23 | Cc1nc(C(C)C)cc(N2CCN(C3CCCC3)C(=O)C2)n1
3 | O=C(Cc1cc2ccccc2[nH]c1=O)NC1CCc2cc(Cl)ccc21 (stereo unspecified)
-9 | COc1ccccc1-c1cn2c(C(=O)NCC3CCOC3)csc2n1 (stereo unspecified)
0 | CC1=NNc2nc3c(c(=O)n(Cc4ccc(F)cc4)c(=O)n3C)n2C1C (stereo unspecified)
-16 | C=CCn1cc(-c2c(-c3ccccc3)ncn2[C@H](C(N)=O)C(C)C)c(C)n1
2 | O=CNCCc1nc2ccccc2n1Cc1c(Cl)cccc1Cl

The listing continues:
mcGAS RapidFire | SMILES
0 | CCN(CC)C(=O)C1CCCN1C(=O)Nc1ccccc1F (stereo unspecified)
-7 | O=C(O)c1ccc2c(c1)n(CCN1C[C@H]3CC[C@H]1C3)c(=O)n2C1CCCCC1
1 | COCCN(C(=O)CCc1ccc(Cl)cc1)c1ccncc1
-9 | COc1ccc(NC2CCCN(C(=O)c3ccccc3C(F)(F)F)C2)cc1OC (stereo unspecified)
-4 | CC1CC(C)CN(C(=O)COC(=O)C2CCN(C(=O)NC3CC3)CC2)C1 (stereo unspecified)
-5 | CCc1ccc(CN2CCC(n3nccc3NC(=O)Nc3cccc(F)c3)CC2)o1
4 | O=C(O)c1cc(Br)nn1-c1ccc(F)cc1
-6 | CCOC(=O)C(NC(C)=O)(Nc1ccc(S(=O)(=O)Nc2ccncn2)cc1)C(F)(F)F (stereo unspecified)

In the list so far, two contain a COOH group.
mcGAS RapidFire | SMILES
-7 | O=C(O)c1ccc2c(c1)n(CCN1C[C@H]3CC[C@H]1C3)c(=O)n2C1CCCCC1
4 | O=C(O)c1cc(Br)nn1-c1ccc(F)cc1

Additional structures follow.
mcGAS RapidFire | SMILES
-12 | O=C(NS(=O)(=O)Cc1cc(-c2ccccc2)no1)C1CCOCC1
-10 | O=C(NCCc1c[nH]c2ccc(Cl)cc12)C1CC2CCC1O2 (stereo unspecified)
9 | O=C(NN=Cc1ccc(O)cc1O)c1ccncc1
-7 | CC(C)(C)NNC(=O)c1cccc(C(=O)NNC(C)(C)C)c1
7 | C=CCN(CC=C)C(=O)c1cc(CCC)[nH]n1
-4 | Cc1sc2ncnc(N3CCN(C(c4ccccc4)c4ccccc4)CC3)c2c1C
-4 | Cc1ccc(OCCn2c(S(=O)(=O)O)nc3c(N)ncnc32)cc1
-2 | Cc1ccc(S(=O)(=O)NC(=O)Nc2cc(Cl)ccc2Oc2ccccc2)cc1

3 of the entries above in order of the mcGAS RapidFire value, ascending:
mcGAS RapidFire | SMILES
-12 | O=C(NS(=O)(=O)Cc1cc(-c2ccccc2)no1)C1CCOCC1
-2 | Cc1ccc(S(=O)(=O)NC(=O)Nc2cc(Cl)ccc2Oc2ccccc2)cc1
9 | O=C(NN=Cc1ccc(O)cc1O)c1ccncc1

Back to the main list; the 2 compounds before the break are reprinted first.
mcGAS RapidFire | SMILES
-4 | Cc1ccc(OCCn2c(S(=O)(=O)O)nc3c(N)ncnc32)cc1
-2 | Cc1ccc(S(=O)(=O)NC(=O)Nc2cc(Cl)ccc2Oc2ccccc2)cc1
-2 | O=C(COc1cccc(F)c1)Nc1c(F)cccc1F
-21 | CCC(=O)N(c1nnc(SCC(=O)c2cc(C)n(-c3cc(C)on3)c2C)s1)C1CC1
-10 | Cc1cc(C)n(-c2ccc(NC(=O)C3CCCCN3C(=O)c3ocnc3C)cc2)n1 (stereo unspecified)
-7 | CCNC(=O)CN1CCN(C(=O)C/C=C/c2ccccc2F)CC1
3 | CC(C)C(=O)N1CCN(Cn2nc(-c3ccc(F)cc3)oc2=S)CC1
-18 | O=C(NCc1ccccn1)C1CNCCN1C(=O)CCn1ccccc1=O (stereo unspecified)
-15 | Cn1c(C(=O)N2CCc3c(nc(N)[nH]c3=O)C2)cc2ccccc21
-17 | COCC(=O)N1CCCN(Cc2ccnc(C(C)C)n2)CC1

(further entries)
mcGAS RapidFire | SMILES
-33 | CC1(C)NC(=O)N(CCCC(=O)NCCc2ccc(Cl)cc2Cl)C1=O
1 | COc1ccc(-n2c(C)cn3c4c(=O)n(C(C)C(C)=O)c(=O)n(C)c4nc23)cc1Cl (stereo unspecified)
0 | COc1cccc(CN2C(=O)c3cnc(C)nc3C[C@H]2C)c1
-5 | CSc1cccc(NC(=O)c2cccc(S(=O)(=O)N3CCOCC3)c2)c1
-1 | Cn1cc(CNC2CCOCC2)c(-c2cc3ccccc3o2)n1
-7 | COc1ccc(-c2nccc(N3CCCC(O)C3)n2)cc1C (stereo unspecified)
-8 | CSCc1ccc(C(=O)Nc2cccc(F)c2)o1
-37 | Cc1nc2c(c(=O)[nH]1)CCN(C(=O)c1cnc(N3CCCCC3)nc1C)C2

Next section
mcGAS RapidFire | SMILES
-7 | Cc1nc2ncc3c(=O)n(Cc4ccc5c(c4)OCO5)ccc3n2n1
-7 | CCC(C)NC(=O)c1c(C(F)(F)F)nn(C2CCCN(C)C2)c1C (stereo unspecified)
-14 | O=C(Cn1c(CO)cnc1SCc1ccc(C(F)(F)F)cc1)NC1CCCC1
-7 | O=C1CCCN1Cc1ccccc1Cn1cc(C2CC=CCC2)nn1 (stereo unspecified)
-9 | CC(C)NC(=O)CN(C)C(=O)CCCOc1ccccc1Br
-10 | Cc1ccc(CN2CCN(C(=O)c3csc(C)n3)CC2=O)cc1
-5 | O=C(NCCCN1CCN(c2ccccc2)CC1)NCc1ccc(Cl)cc1
0 | CCCCCn1c(C2CC(=O)N(c3ccc(OC)cc3)C2)nc2ccccc21 (stereo unspecified)

The list goes on:
mcGAS RapidFire | SMILES
-10 | Cc1ccc(S(=O)(=O)NCCc2nc(-c3ccncc3)cs2)cc1
-8 | CCc1ccc(-c2cncc(C(=O)NCCCOC)c2)cc1
-5 | Nc1cc(N)nc(SCC(=O)Nc2ccc3oc4ccccc4c3c2)n1
4 | CCC(Nc1ncnc2sccc12)c1cccc(S(N)(=O)=O)c1 (stereo unspecified)
-7 | CN1CCN(c2nc(C(=O)NCC3CC3)cs2)C1=O
-11 | CN(CCc1c[nH]c2ccccc12)C(=O)CN1C(=O)C2SCCN2C(=O)c2ccccc21 (stereo unspecified)
-5 | CCOC(=O)c1c(NC(=O)c2cc3ccccc3o2)sc(C(N)=O)c1C
-2 | CCC1CN(C(=O)c2ccc[nH]c2=S)CCO1 (stereo unspecified)

Following part:
mcGAS RapidFire | SMILES
-6 | CC(C)n1cnnc1SCC(=O)N1CCN(c2nccs2)CC1
-11 | CC(C)=CCCC1=NN(C=O)C(C)(CCC=C(C)C)C1 (stereo unspecified)
-8 | O=C1NCCN2CCN(C(=O)c3ccc(-c4noc(C5CC5)n4)cc3)CC12 (stereo unspecified)
-7 | O=C(c1ccncc1)N1CCCN(CCCN2CCOCC2)CC1
4 | Cc1nc2cc(NC(=O)N[C@@H](C)c3ccccc3)ccc2s1
4 | Brc1ccc(C2CC(c3ccccc3)=Nc3ncnn32)cc1 (stereo unspecified)
-8 | O=C(Cc1c[nH]c2ccccc12)NCc1cccnc1N1CCOCC1
-42 | CC(C)NS(=O)(=O)c1ccc2c(c1)Cc1cc(S(=O)(=O)NC(C)C)ccc1-2

The listing continues:
mcGAS RapidFire | SMILES
1 | Cc1sc(NC(=O)CN2CCN(C(=O)c3ccc(=O)[nH]c3)CC2)c(C)c1C
-9 | Cc1onc(-c2ccccc2)c1C(=O)N1CCCC(Nc2ccc3c(c2)OCCO3)C1 (stereo unspecified)
-5 | Cc1nn(Cc2cccc(F)c2)c(=O)c2c1cnn2-c1ccc(F)cc1
2 | O=C(Nc1ccc(Cn2cncn2)cc1)c1cn2cc(Cl)ccc2n1
-11 | Cc1nn2c(-c3ccccc3)c(C#N)nnc2c1-c1ccccc1
-24 | O=C(NCc1noc(C2CCCO2)n1)c1cnn2c1CCCC2 (stereo unspecified)
10 | Fc1ccc2c(c1)[C@H]1OCC[C@H]1[C@@H](c1ccco1)N2
3 | CCCCc1nc(Cl)c(CN2CCCC(N3CCCC3=O)C2)[nH]1 (stereo unspecified)

The listing continues.
mcGAS RapidFire | SMILES
-25 | O=C(c1cccc(F)c1)N1CCC(n2cc(-c3cccnc3)nn2)CC1
-5 | CON1C(=O)c2ccccc2NC12CCN(C(=O)c1cnc(C)cn1)CC2
-25 | CCn1cc(C(=O)N2CCN(c3ccccc3OC)C(C)(C)C2)c(C)n1
-7 | O=C(NC1CCN(CN2C(=O)CN(/C=C/c3ccccc3)C2=O)CC1)c1ccccc1
-20 | O=C1NCCN(C(=O)c2ccc(-n3cccc3)cc2)C1Cc1ccccc1 (stereo unspecified)
6 | O=C1CC[C@@H](CN(Cc2ccncc2)C(=O)c2cn(C3CCCCCC3)nn2)N1
-7 | COCCC1CCCCN1C(=O)COc1ccc(N2CCN(c3ccccn3)CC2)nn1 (stereo unspecified)
-3 | CCN(c1ccc(C(=O)CN2C(=O)NC(C)(c3ccc(C#N)cc3)C2=O)cc1)S(C)(=O)=O (stereo unspecified)

Further records.
mcGAS RapidFire | SMILES
-6 | O=C(NCc1ccc(N2CCCC2)cc1)Nc1ccc(F)cc1
-5 | Cc1[nH]c(=O)sc1C(=O)NCc1cccc(Cl)c1
-11 | CC(CCOc1ccccc1)C(=O)N1CCC(N2CCCC2)C1 (stereo unspecified)
13 | Nc1cccc2cccnc12
0 | CCNc1cc(NCCNC(=O)c2ccccc2C(F)(F)F)nc(C)n1
-5 | Cc1cccc(SC2CCN(c3nncc(-c4ccccc4)n3)CC2)c1
30 | CCC(C)NC(=O)c1ccc(-c2cccc3ccnn23)o1 (stereo unspecified)
-6 | Cc1ccc(CNC(=O)C(C)Sc2n[nH]c(N)n2)cc1 (stereo unspecified)

(further entries)
mcGAS RapidFire | SMILES
-16 | Cn1c(=O)cc2c3c(cccc31)C(=O)c1ccccc1-2
-10 | COc1ccc2c(c1)CCN2Cc1nc2c(cnn2C)c(=O)[nH]1
-15 | O=C(c1ccc(-c2ccn[nH]2)cc1)N1CC[C@H](CO)[C@H](O)C1
-4 | COCCOc1ccccc1C(=O)Nc1ccccc1F
-8 | CC(C)(C)n1ncc(NCc2cc3ccccc3[nH]2)c(Cl)c1=O
5 | O=C(NC1CC1)c1cc2n(n1)CCCN(C(=O)Cc1noc3ccccc13)C2
-8 | COc1ccc(-n2nc(C(=O)O)c(=O)n(Cc3ccccc3F)c2=O)cc1
-2 | Cc1cc(C)nc(NC(N)=O)n1

Other results.
mcGAS RapidFire | SMILES
2 | CCCCCNC(=O)c1sc2[nH]c(=S)[nH]c(=O)c2c1C
-36 | COc1ccc(-c2c[n+](=O)c3c(n2[O-])CCCC3)c(OC)c1
-1&14 | CCCCC1C(=O)N(c2ccccc2)N(c2ccc(O)cc2)C1=O (stereo unspecified)
-13 | COc1c(F)cccc1C(=O)NC(C)c1cn2ccsc2n1 (stereo unspecified)
-6 | O=C(N1CCCCC1)N1CCN(C(=O)N(c2ccccc2)c2ccccc2)CC1
2 | O=c1[nH]c(CN(Cc2ccc(C(F)(F)F)cc2)C2CC2)nc2ccccc12
5 | CN(c1ncccc1C(=O)N1CCC(N2CCCC2=O)CC1)C1CCCCC1
-7 | O=C(NC1CCCN(c2ncccn2)C1)c1c(F)cccc1Cl (stereo unspecified)

Additional entries.
mcGAS RapidFire | SMILES
2 | Cc1ccc(CCSc2nncn2CC(F)(F)F)cc1
-11&-6 | COC(=O)C1=C(C(=O)OC)SC(=C2C(=S)C(C)(C)Nc3ccc(OC)cc32)S1
-8 | Cc1oc(NC(=O)CSc2nc3ccccc3n2S(=O)(=O)c2ccccc2)c(C#N)c1C
45 | N=C1/C(=C\c2ccco2)C(=O)N=C2SC(Cc3cccs3)=NN12

Grouped by structure: those above containing a tert-butyl group (2)
mcGAS RapidFire | SMILES
-7 | CC(C)(C)NNC(=O)c1cccc(C(=O)NNC(C)(C)C)c1
-8 | CC(C)(C)n1ncc(NCc2cc3ccccc3[nH]2)c(Cl)c1=O
